Bioassay records (PubChem)
F508del corr: CFTR F508del correction in bronchial cells; CFBE cells, YFP halide quenching; stimulated with forskolin plus potentiator P3; % fluorescence drop versus neutral controls; activity (quench increase), % at 7.58 µM; 350,000 compounds, 0.36% hits;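 active = mean added fluorescence quench of at least 8% versus neutral control, with both replicates also reaching 8%; inconclusive = only one of the mean or replicate conditions met; inactive = mean below 8% and not both replicates reaching 8%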;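 note: cells transiently co-express mutant CFTR-F508del with the halide-sensitive YFP; corrector assay measuring rescue of mutant channel to the surface after 24 h compound exposure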
INS-1E GSIS act: primary screen for activators of insulin secretion dependent on glucose, INS-1E cells, GLuc reporter luminescence; activation, % at 16.6 µM; 370,000 compounds, 0.61% hits; INS-1E GLuc reporter insulin secretion, 2-3 h;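 active = lowest replicate activation of at least 40%, so every replicate reaches that level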;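 note: 0% = median of neutral control wells and 100% = median of IBMX positive control wells; some compounds called inactive have numbers as strong as hits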
PGC1a acetyl inh: modulators of PGC1a acetylation | U2OS PGC1a acetylation, AlphaScreen anti-acetyl-lysine; with virally co-expressed GCN5 acetyltransferase | 350,000 compounds, 0.17% hits | AID 651687 | inhibition, % at 15.6 µM;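 active = every replicate shows inhibition of at least 40%; inconclusive = mean inhibition at least 40% but some replicate below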;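 note: 0% = neutral control wells and 100% = positive control wells; some results beyond the cut were filed as inactive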
Active calls of the source: *; u = inconclusive. This is a subset; rates above refer to the full screens.

Values run as follows: F508del corr	INS-1E GSIS act	PGC1a acetyl inh
1	CCC(=O)N1[C@H](CO)[C@H](c2ccc(-c3ccc(F)cc3)cc2)C12CN(C(C)=O)C2
  -0.2	-9	5
2	COc1cccc(NC(=O)N2CC(=O)N3[C@H](CO)[C@@H](c4ccc(Br)cc4)[C@@H]3C2)c1
  3.4	-12	-4
3	CCCNC(=O)[C@H]1[C@H](CO)[C@H]2Cn3c(ccc(-c4cccc(F)c4)c3=O)[C@@H]1N2Cc1ccccc1F
  0.3	-26	-17
4	CCC(=O)N1CC2(C1)[C@@H](c1ccc(-c3cccc(F)c3)cc1)[C@@H](CO)N2CC1CC1
  3.4	7	-7
5	COc1ccc2c3c([nH]c2c1)[C@@H](CO)N(C(=O)Nc1ccc(F)cc1)CC31CN(C(=O)Nc2ccc3c(c2)OCO3)C1
  0.0	-2	-6
6	COc1cccc(S(=O)(=O)N2CC3(CCN(C)CC3)c3c(n(C)c4cc(OC)ccc34)[C@H]2CO)c1
  -1.0	-12	-1
7	Cc1ccccc1-c1ccc([C@H]2[C@H]3CN(C(=O)c4ccc(F)cc4)CC(=O)N3[C@H]2CO)cc1
  -0.4	-16	11
8	COc1ccc2cc(C(=O)C3CCCN(Cc4cnc(C)s4)C3)ccc2c1 (centres undefined)
  0.8	-15	6
9	COc1ccc2c3c(n(C)c2c1)[C@@H](CO)N(C(=O)c1cccnc1)CC31CCN(S(C)(=O)=O)CC1
  -0.6	19	2
10	CCCN1[C@@H]2c3ccc(-c4ccncc4)c(=O)n3C[C@@H]2[C@@H](CO)[C@@H]1C(=O)OC
  0.0	17	-11
11	Cc1ccc(C)c(N2CCN(CCCNC(=O)Cn3cccc3C(=O)c3ccccc3C)CC2)c1
  0.0	2	-10
12	Cc1noc(C)c1S(=O)(=O)Nc1ccc2c(c1)CC(=O)N([C@@H](C)CO)C[C@H](C)[C@@H](CN(C)Cc1ccc(C(=O)Nc3ccccc3N)cc1)O2
  2.2	32	-7
13	COc1ccc(Nc2cc(C)c3ccccc3n2)cc1
  2.2	8	-14
14	Clc1ccc(Cn2cccn2)cn1
  -1.3	-3	3
15	COc1ccc(C#Cc2ccc([C@@H]3[C@@H](CO)N4C(=O)CN(C(=O)Nc5ccccc5F)C[C@H]34)cc2)cc1
  6.2	6	1
16	COc1ccc2c3c([nH]c2c1)[C@@H](CO)N(C(=O)CN1CCOCC1)CC31CN(C(=O)NC(C)C)C1
  3.6	27	-4
17	CCCNC(=O)[C@@H]1[C@@H](CO)[C@@H]2Cn3c(ccc(-c4ccccc4F)c3=O)[C@@H]2N1C
  2.8	1	-14
18	CCOc1ccc(/C=N/Nc2ccccn2)cc1OC
  1.3	21	7
19	O=C(O)COc1ccc(NC(=O)c2cccs2)cc1
  -1.2	-3	6
20	C[C@@H]1CCCCO[C@H](CN(C)C(=O)Nc2ccccc2)[C@H](C)CN([C@@H](C)CO)C(=O)c2cc(NC(=O)Nc3ccc(C(F)(F)F)cc3)ccc2O1
  4.6	7	15
21	COCC(=O)N1CC(=O)N2[C@H](CO)[C@@H](c3ccc(C#Cc4cccnc4)cc3)[C@H]2C1
  -2.0	15	0
22	O=C(NCCCN1CCOCC1)C(=O)N/N=C/c1ccc(F)cc1
  0.8	-6	13
23	COc1ccc2c3c([nH]c2c1)[C@H](CO)N(C(=O)Nc1ccc(F)cc1)CC31CCN(C(=O)Cc2ccccc2)CC1
  1.5	19	-1
24	COc1ccc2c3c(n(C)c2c1)[C@H](CO)N(C(=O)c1cnccn1)CC31CN(C(=O)c2ccncc2)C1
  0.5	28	-1
25	O=C(N[C@@H]1C=C[C@@H](CC(=O)N2CCc3ccccc3C2)O[C@@H]1CO)C1CCOCC1
  -0.1	9	4
26	COc1ccc(-n2c(-c3ccc(Br)cc3)c[n+]3c2SC(C)C3)cc1 (centres undefined)
  0.7	-43	12
27	CCCNC(=O)N1CC2(C1)[C@H](c1ccccc1)[C@@H](CO)N2C(=O)C1CC1
  2.1	8	5
28	Cc1cccc2c(C(=O)Nn3cnnc3)cc(-c3ccccc3Cl)nc12
  1.2	-10	7
29	C[C@@H]1CN([C@@H](C)CO)C(=O)Cc2cc(NC(=O)CCCN(C)C)ccc2O[C@@H]1CN(C)S(=O)(=O)c1ccc(Cl)cc1
  -1.0	8	-9
30	Cc1nccc(-c2ccc3c(c2)OCO3)n1
  2.3	16	2
31	O=C(NCc1ccc(F)cc1)[C@@H]1[C@@H](CO)[C@@H]2Cn3c(cccc3=O)[C@H]1N2C(=O)C1CC1
  -1.2	-1	3
32	C[C@@H]1CN([C@@H](C)CO)C(=O)c2cc(NC(=O)CCCCCC(=O)Nc3ccccc3N)ccc2O[C@H]1CN(C)S(=O)(=O)c1cn(C)cn1
  -1.1	-3	5
33	O=C(c1cccc(F)c1)N1CC2(C1)[C@H](c1ccccc1)[C@H](CO)N2C(=O)C1CCOCC1
  -5.1	8	2
34	CCC(=O)N1CC2(CCN(Cc3ccc(F)cc3)CC2)c2c(n(C)c3cc(OC)ccc23)[C@H]1CO
  1.3	-13	3
35	CCS(=O)(=O)N1CC2(C1)[C@@H](c1ccccc1)[C@@H](CO)N2C(=O)C1CC1
  -0.3	15	-3
36	O=C(c1cnccn1)N1CC(=O)N2[C@@H](CO)[C@H](c3ccc(-c4ccc(F)cc4)cc3)[C@@H]2C1
  0.1	7	1
37	O=C(NC1CCC1)[C@@H]1[C@@H](CO)[C@@H]2Cn3c(cccc3=O)[C@H]1N2CC1CCCC1
  2.6	-1	0
38	O=C(c1ccccc1)N1CC(=O)N2[C@H](CO)[C@@H](c3ccc(C#CCC4CCCC4)cc3)[C@@H]2C1
  1.0	-12	-13
39	CC(C)CC#Cc1ccc([C@H]2[C@H](CO)N3C(=O)CN(C(=O)Cc4ccccc4)C[C@@H]23)cc1
  3.1	0	0
40	O=C(NC1CCCC1)N1CC(=O)N2[C@H](CO)[C@@H](c3ccc(/C=C/c4ccccc4)cc3)[C@@H]2C1
  4.7	-33	7
41	O=C(c1cccnc1)N1CC(=O)N2[C@H](CO)[C@H](c3ccc(/C=C/c4ccccc4)cc3)[C@H]2C1
  2.2	-14	-16
42	COCC(=O)N1CC(=O)N2[C@H](C1)[C@@H](c1ccc(-c3ccccc3)cc1)[C@@H]2CO
  -1.5	4	5
43	O=C(c1cnccn1)N1CC(=O)N2[C@@H](CO)[C@@H](c3ccc(C#CCc4ccccc4)cc3)[C@@H]2C1
  -0.7	0	-9
44	CCNC(=O)[C@@H]1[C@@H](CO)[C@@H]2Cn3c(cccc3=O)[C@H]1N2CC1CCOCC1
  5.2	10	2
45	O=C(C[C@@H]1CC[C@H](NC(=O)CCN2CCCCC2)[C@@H](CO)O1)Nc1ccccc1
  -0.7	8	-4
46	O=C(C[C@H]1CC[C@H](NC(=O)c2ccncc2)[C@H](CO)O1)NCc1ccncn1
  -0.9	7	3
47	COCC(=O)N1CC2(C1)[C@@H](c1ccc(-c3ccccc3)cc1)[C@H](CO)N2C(=O)COC
  0.3	-5	4
48	COCC(=O)N1CCC2(CC1)CN(C(=O)Nc1ccccc1F)[C@H](CO)c1[nH]c3cc(OC)ccc3c12
  -0.7	13	8
49	O=C(Nc1ccc(F)cc1)N1CC(=O)N2[C@H](CO)[C@@H](c3ccc(C#CC4CC4)cc3)[C@@H]2C1
  3.1	-29	8
50	Cc1ccccc1C(=O)N1CCN(c2ccc(NC(=O)c3cccnc3)cc2)CC1
  0.5	-18	12

Other compounds follow:
Values run as follows: F508del corr	INS-1E GSIS act	PGC1a acetyl inh
51	CCC(=O)N1CC2(C1)CN(CC1CCCCC1)[C@H](CO)c1c2c2ccc(OC)cc2n1C
  -2.8	-18	-11
52	CCOC(=O)C(=O)Nc1ccc(OC)c(Cl)c1
  -2.0	5	6
53	CCS(=O)(=O)CCSC1OC(COC(C)=O)C(OC(C)=O)C(OC(C)=O)C1OC(C)=O (centres undefined)
  -0.8	-3	3
54	O=C(c1ccccn1)N1CC(=O)N2[C@H](CO)[C@@H](c3ccc(C#Cc4ccccc4)cc3)[C@H]2C1
  -5.6	11	-1
55	CC=Cc1ccc2n(c1=O)C[C@@H]1[C@@H](CO)[C@H](C(=O)NCc3ccncn3)N(C(=O)C3CCCC3)[C@H]21 (mixture of isomers)
  1.1	3	-6
56	C[C@@H]1CCCCO[C@@H](CN(C)CC2CC2)[C@H](C)CN([C@@H](C)CO)C(=O)c2cc(NC(=O)CCCN(C)C)ccc2O1
  1.3	15	-3
57	CCCNC(=O)[C@H]1[C@H](CO)[C@H]2Cn3c(ccc(-c4ccccc4)c3=O)[C@H]2N1C(=O)C1CC1
  -2.1	4	u
58	CCCN1[C@@H]2Cn3c(cccc3=O)[C@H]1[C@@H](C(=O)N[C@@H](C)c1ccccc1)[C@@H]2CO
  -1.3	9	8
59	CC=Cc1ccc2n(c1=O)C[C@@H]1[C@@H](CO)[C@H](C(=O)NC3CCC3)[C@H]2N1C(=O)c1cnccn1 (mixture of isomers)
  -3.4	5	3
60	C[C@H](CO)N1C[C@H](C)[C@@H](CN(C)S(=O)(=O)c2ccc(Cl)cc2)Oc2ccc(NC(=O)Nc3cccc4ccccc34)cc2C1=O
  0.6	12	-16
61	O=C(Cn1cnnn1)Nc1cccc(S(=O)(=O)N2CCCCC2)c1
  0.9	-16	7
62	CCCC(=O)Nc1nnc(C2CCCO2)s1 (centres undefined)
  2.1	-21	0
63	COC(=O)[C@H]1[C@H](CO)[C@H]2Cn3c(cccc3=O)[C@H]2N1CC1CCCC1
  2.6	11	5
64	C[C@@H]1CCCCO[C@H](CN(C)Cc2ccc(C(=O)O)cc2)[C@@H](C)CN([C@H](C)CO)C(=O)c2cc(NS(C)(=O)=O)ccc2O1
  -1.4	15	16
65	C/C=C/c1ccc([C@@H]2[C@H](CO)N(C(=O)CC)C23CN(C(=O)c2ccccc2)C3)cc1
  1.3	-1	-1
66	O=C1CN(S(=O)(=O)c2ccccc2)C[C@H]2[C@@H](c3ccc(Br)cc3)[C@H](CO)N12
  -2.1	13	13
67	O=C(c1ccccc1)N1CC2(C1)[C@@H](c1ccccc1)[C@@H](CO)N2Cc1cc(F)ccc1F
  -2.4	-3	-20
68	CN1C(=O)CSc2ccc(NC(=O)N3CCN(c4ccccc4)CC3)cc21
  1.1	0	6
69	CC1(C)CC(=O)C(=CN2CCN(C(=O)c3ccco3)CC2)C(=O)C1
  -1.8	0	2
70	CCO/C=C/C(O)(CNC(=O)c1ccc(C(C)(C)C)cc1)C(F)(F)F (centres undefined)
  1.6	-13	-26
71	C[C@H](CO)N1C[C@H](C)[C@@H](CN(C)CC2CC2)Oc2ccc(NC(=O)Cc3ccccc3)cc2C1=O
  1.0	-3	-10
72	COC(=O)c1sccc1NC(=O)Cn1nnc(-c2ccccc2C)n1
  -3.7	-14	-1
73	O=C(O)c1ccc(NC(=O)c2cn(-c3ccccc3)nc2-c2ccc(Br)cc2)cc1
  -14	-11	-6
74	O=C(CSc1nc(-c2ccc(F)cc2)cs1)NCCN1C(=O)CSC1=O
  -1.4	-12	-6
75	Nc1cccc2c1C(=O)N(Cc1cccc(Cl)c1)C2=O
  0.1	-1	-3
76	CCS(=O)(=O)c1nc2ccccc2n1Cc1ccccn1
  -2.3	0	4
77	O=C1CN(S(=O)(=O)c2ccccc2)C[C@H]2[C@@H](c3ccc(C#CCc4ccccc4)cc3)[C@H](CO)N12
  3.5	-15	-16
78	O=C(CC1CC1)N1CC2(C1)[C@@H](c1ccccc1)[C@@H](CO)N2CC1CCOCC1
  -1.5	0	2
79	COc1ccc2c3c([nH]c2c1)[C@H](CO)N(C(=O)c1cccnc1)CC31CCN(C(=O)c2cccnc2)CC1
  0.7	17	2
80	CC(C)NC(=O)Nc1cccc2c1O[C@@H](CN(C)Cc1ccc(Cl)c(Cl)c1)[C@H](C)CN([C@@H](C)CO)C2=O
  1.8	-25	-18

Arranged by value in INS-1E GSIS act (high to low): some entries from above
Values run as follows: F508del corr	INS-1E GSIS act	PGC1a acetyl inh
79	COc1ccc2c3c([nH]c2c1)[C@H](CO)N(C(=O)c1cccnc1)CC31CCN(C(=O)c2cccnc2)CC1
  0.7	17	2
78	O=C(CC1CC1)N1CC2(C1)[C@@H](c1ccccc1)[C@@H](CO)N2CC1CCOCC1
  -1.5	0	2
73	O=C(O)c1ccc(NC(=O)c2cn(-c3ccccc3)nc2-c2ccc(Br)cc2)cc1
  -14	-11	-6
72	COC(=O)c1sccc1NC(=O)Cn1nnc(-c2ccccc2C)n1
  -3.7	-14	-1
80	CC(C)NC(=O)Nc1cccc2c1O[C@@H](CN(C)Cc1ccc(Cl)c(Cl)c1)[C@H](C)CN([C@@H](C)CO)C2=O
  1.8	-25	-18

Next structures
Values run as follows: F508del corr	INS-1E GSIS act	PGC1a acetyl inh
81	Cc1nc(-c2ccc(Cl)cc2)sc1C(=O)O
  -0.9	-10	11
82	COc1ccccc1NC(=O)N1CC(=O)N2[C@H](CO)[C@H](c3ccc(C#Cc4ccccc4)cc3)[C@@H]2C1
  -1.7	-1	-2
83	COC(=O)c1sc(NC(=S)NC(=O)c2ccccc2C)nc1C
  -1.8	-6	4
84	CCN1CCN(C(C(=O)NC2CCCC2)c2cc3c(cc2[N+](=O)[O-])OCO3)CC1 (centres undefined)
  -0.5	18	-8
85	C[C@H]1CN([C@@H](C)CO)C(=O)c2cc(NC(=O)CCCCCC(=O)Nc3ccccc3N)ccc2O[C@@H]1CN(C)C(=O)Nc1ccc2c(c1)OCO2
  2.9	-6	1
86	CC(C)NC(=O)N1CC2(C1)[C@H](c1ccccc1)[C@@H](CO)N2CCC(F)(F)F
  1.1	2	-8
